Screening results deposited in PubChem BioAssay by several laboratories.
GDH-TPI inh: inhibits GDH-TPI coupling enzymes, artifact for Mtb FBA screen. GDH-TPI coupled enzyme counterscreen, NADH absorbance. inhibition, % at 4.8 µM. 360,000 tested, 1.2% active. AID 588335; in the data active = inhibition above about 30%;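 also: 0% = DMSO wells and 100% = wells lacking the enzyme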
Rv3671c protease: inhibitors of M. tuberculosis serine protease Rv3671c | inhibition, % at 5.96 µM | AID 2606 | 320,000 tested, 0.048% active; in the data active = inhibition above about 38%;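 also: extracellular domain of Rv3671c used as enzyme; 0% = enzyme with DMSO and 100% = no enzyme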
FadD28 binding: inhibitors of Mycobacterium tuberculosis FadD28 bisubstrate binding | AID 588549 | inhibition, % at 12.5 µM | 360,000 tested, 0.22% active | FadD28 bisubstrate probe binding, fluorescence polarization; in the data active = inhibition above about 8.5%, passing the limit was not always enough; inconclusive = no clear call, values can overlap the other calls
FBA Mtb inh: inhibitors of M. tuberculosis fructose-bisphosphate aldolase; purified M. tuberculosis FBA, fluorescence read-out; inhibition, % at 1 µM; 360,000 tested, 2.3% active; in the data active = inhibition above about 27%;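 also: 0% = vehicle and 100% = reference inhibitor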
Target sequence (P9WQA3 whole entry, looked up): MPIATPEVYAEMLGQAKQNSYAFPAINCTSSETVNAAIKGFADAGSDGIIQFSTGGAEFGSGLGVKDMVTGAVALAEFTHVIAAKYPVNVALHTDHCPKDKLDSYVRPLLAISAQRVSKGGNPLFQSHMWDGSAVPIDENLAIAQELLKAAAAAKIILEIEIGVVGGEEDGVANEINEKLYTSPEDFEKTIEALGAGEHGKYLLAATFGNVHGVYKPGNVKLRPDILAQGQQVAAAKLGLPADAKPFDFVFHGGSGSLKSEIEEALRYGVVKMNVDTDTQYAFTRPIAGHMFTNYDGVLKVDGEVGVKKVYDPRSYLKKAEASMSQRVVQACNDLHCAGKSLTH
MazEF act: increases E. coli MazEF RNase cleavage of RNA; FAM/BHQ RNA-DNA oligo cleavage fluorescence, 5 h; activation, % at 20 µM; 350,000 tested, 0.32% active; in the data active = activation above about 50%
Target sequence (P0AE70 whole entry, looked up): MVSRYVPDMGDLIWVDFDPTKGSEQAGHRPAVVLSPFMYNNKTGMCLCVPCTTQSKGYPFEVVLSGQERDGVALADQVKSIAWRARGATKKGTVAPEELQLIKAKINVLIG
Mtb UGM inh: inhibitors of M. tuberculosis UDP-galactopyranose mutase; P9WIQ1; purified UGM, fluorescence polarization probe displacement; inhibition, % at 10 µM; 320,000 tested, 0.06% active; AID 504406; in the data active = inhibition above about 10%, passing the limit was not always enough; inconclusive = no clear call, values can overlap the other calls
Target sequence (P9WIQ1 whole entry, looked up): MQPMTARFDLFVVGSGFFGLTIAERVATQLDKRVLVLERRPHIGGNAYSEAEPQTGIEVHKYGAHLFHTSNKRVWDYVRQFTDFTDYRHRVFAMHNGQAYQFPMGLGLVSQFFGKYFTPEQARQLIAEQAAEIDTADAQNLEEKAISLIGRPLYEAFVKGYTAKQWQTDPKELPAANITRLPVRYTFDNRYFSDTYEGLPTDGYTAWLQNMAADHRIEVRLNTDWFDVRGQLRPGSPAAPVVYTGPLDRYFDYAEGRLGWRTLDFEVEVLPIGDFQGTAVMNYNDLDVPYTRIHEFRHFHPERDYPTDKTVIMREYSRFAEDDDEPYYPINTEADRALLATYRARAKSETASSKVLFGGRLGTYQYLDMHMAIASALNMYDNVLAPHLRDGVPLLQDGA
BoNT-F LC inh: BoNT F light chain protease inhibition | AID 588497 | 360,000 tested, 0.22% active | Multiplex microsphere protease cleavage assay, flow cytometry | inhibition, % at 10 µM; in the data active = inhibition above about 35%, passing the limit was not always enough; inconclusive = no clear call, values can overlap the other calls; also: plate controls were buffer without enzyme for full effect and enzyme alone for no effect
PrPC TRFRET: reduces human prion protein on the cell surface; P04156; cell surface PrPC, TR-FRET read-out; inhibition, % at 13.8 µM; 370,000 tested, 0.43% active; in the data active = inhibition above about 24%; also: 0% = median of the test wells and 100% = reference compound wells
Mtb BioA inh: blocks M. tuberculosis BioA enzyme activity | purified M. tuberculosis BioA enzyme, plate reader | inhibition, % at 9.99 µM | 360,000 tested, 0.096% active | AID 602481; in the data active = inhibition above about 40%; inconclusive = no clear call, values can overlap the other calls
Numbers without * were called inactive; ? = inconclusive; . = no result given.

1) CCC(=O)Nc1sc2c(c1C#N)CCC2
2) Cc1nnsc1S(=O)(=O)c1ccccc1
3) COc1ccc(C#Cc2ccc3c(c2)c(=O)c2ccccc2n3C)cc1
4) COc1ccccc1Cn1c(-c2ccccc2OC)nc2ccccc21
5) CCCCCSc1ncccc1C(=O)O
6) CC(=O)c1noc(C)c1C(=O)Nc1nccs1
7) O=C(COc1ccc(C(=O)NCCN2CCOCC2)cc1)Nc1cccc(C(F)(F)F)c1
8) CC(C)C(NS(=O)(=O)c1ccccc1)C(=O)OCC(=O)NNC(=O)c1ccccc1 (stereo not given)
9) Cn1c(=O)c(=O)n(C)c2cc(N3CCCC3)c(NS(=O)(=O)c3ccc(Cl)cc3)cc21
10) COc1cccc(CN2CCN(CCCc3ccccc3)C(CCO)C2)c1O (stereo not given)
Compound	1	2	3	4	5	6	7	8	9	10
GDH-TPI inh	-4	4	-12	-2	-2	-12	1	3	13	7
Rv3671c protease	3	6	-12	-3	-3	-10	-3	.	0	-2
FadD28 binding	-3.5	1.4	4.8	-9.9	-2.6	-2.6	-2.8	-0.6	-0.7	-0.2
FBA Mtb inh	-1	3	9	2	0	-6	5	1	9	2
MazEF act	3	1	-23	4	6	12	5	12	11	-7
Mtb UGM inh	0.1	-0.7	0.5	-3.1	5.4	3.3	1.6	.	0.2	-3.0
BoNT-F LC inh	-4	-15	13	-8	-9	5	4	1	-2	?
PrPC TRFRET	-2	4	1	0	0	-3	-2	7	4	-7
Mtb BioA inh	.	-0.8	1.1	.	-1.2	-0.9	-0.6	-1.0	2.7	6.9

11) O=C(O)C1C2CC(C(Br)C2Br)C1C(=O)O (stereo not given)
12) O=C(COc1ccc(-n2cnnn2)cc1)Nc1ccc(F)c(Cl)c1
13) CC1(C)CN=C(Nc2ccc(F)c(F)c2)S1
14) CCC(C)(C)n1nnnc1C(c1ccc(F)cc1)N1CCC(C(N)=O)CC1 (stereo not given)
15) Cc1ccc(CNC(=O)c2ccc(OCC(C)C)cc2)n1C
16) CCCC(=O)Nc1nnc(Sc2ccc(N(C)C)cc2)s1
17) CC(O)(c1ccc(Cl)cc1)C(c1ccccc1)c1ccccn1 (stereo not given)
18) O=C(NCc1ccccc1)C12CC3CC(CC(C3)C1)C2
19) O=C(CN1CCOCC1)Nc1cc(C(F)(F)F)ccc1Cl
20) O=C(CN1C(=O)C2C3C=CC(C3)C2C1=O)Nc1cccc(S(=O)(=O)N2CCCC2)c1 (stereo not given)
Compound	11	12	13	14	15	16	17	18	19	20
GDH-TPI inh	5	8	10	9	8	11	6	5	12	7
Rv3671c protease	.	2	10	-3	.	-4	.	7	16	11
FadD28 binding	-2.8	-3.0	-0.9	-0.5	-2.7	-0.7	-4.9	-4.6	-0.6	-2.2
FBA Mtb inh	-2	0	0	0	2	-3	-4	1	1	0
MazEF act	3	7	9	-21	-16	-4	1	0	0	4
Mtb UGM inh	.	0.2	-0.7	-2.5	-2.5	-0.1	.	-1.1	1.2	-1.1
BoNT-F LC inh	-1	-7	-5	3	-7	-6	6	4	0	0
PrPC TRFRET	-1	-4	12	4	-2	-2	2	2	1	13
Mtb BioA inh	.	-2.6	-0.7	.	0.9	-1.3	.	-0.8	-0.7	0.9

21) OC(CN1CCOCC1)CN1CCOCC1
22) O=S(=O)(c1ccccc1)N1CCN(c2ccccc2)CC1
23) CCc1ccccc1NC(=O)C1CCN(C(=O)N2CCOc3ccccc32)CC1
24) Cc1ccc(C(=O)NC(=S)Nc2ccccc2N2CCCC2)cc1[N+](=O)[O-]
25) CCCCn1c(O)c(C=NCCCN(CC)CC)c(=O)[nH]c1=O
26) CC(C)CN(C(=O)COC(=O)CCCc1nc2ccccc2s1)c1c(N)n(Cc2ccccc2)c(=O)[nH]c1=O
27) C/C(Cc1ccccc1)=N\NC(=O)CNC(=O)c1ccccc1F
28) O=[N+]([O-])c1ccccc1N/N=C/c1c[nH]c2ccccc12
29) CCCCC1(c2ccc(F)cc2)NC(=O)N(CC(=O)N2CCN(C(=O)c3ccco3)CC2)C1=O (stereo not given)
30) Cc1ccc(N2C(=O)NC(=O)/C(=C/c3cnc(-c4ccccc4)nc3)C2=O)cc1C
Compound	21	22	23	24	25	26	27	28	29	30
GDH-TPI inh	-5	11	2	12	1	-5	5	18	-6	1
Rv3671c protease	6	0	-3	-1	-9	-2	-5	11	-9	-4
FadD28 binding	-2.8	-2.0	1.2	-0.1	0.8	0.3	-0.1	-2.8	-1.9	-1.4
FBA Mtb inh	0	1	-1	-1	1	-1	1	-12	4	2
MazEF act	3	5	-1	12	9	0	-9	1	6	-2
Mtb UGM inh	-0.7	2.4	0.0	-1.3	-1.4	-0.1	3.0	1.9	1.3	-3.4
BoNT-F LC inh	-9	.	4	-5	1	0	-5	-21	-3	2
PrPC TRFRET	5	7	6	4	1	-2	-9	-6	-1	-4
Mtb BioA inh	0.1	-0.8	3.8	-0.2	0.3	.	2.7	-0.3	-0.3	.

31) O=C1c2oc3ccc(F)cc3c(=O)c2C(c2cccc(O)c2)N1CCCN1CCOCC1 (stereo not given)
32) Cc1cccc(OCC(=O)NCC(=O)N/N=C/c2cc(Br)cc(Br)c2O)c1
33) Clc1ccc(C[n+]2cc(-c3ccccc3)n3c2CCC3)cc1Cl
34) COc1cccc(N2CCN(c3ccc4nnc(CCC(=O)N5CCN(C)CC5)n4n3)CC2)c1
35) COc1cccc(C(=O)Nc2sc3c(c2C#N)CCN(C(C)=O)C3)c1
36) COc1ccc(CNC(=O)Nc2nnc([C@H]3C[C@H](O)[C@@H](CO)O3)s2)cc1
37) COc1ccc(-n2nc(C(=O)NCC(=O)N3CCOCC3)c3ccccc3c2=O)cc1Cl
38) CCN(CC)C(=O)c1cn(CCC#N)nc1-c1ccc2c(c1)OCCO2
39) O=C(N/N=C/c1c[nH]c2ccccc12)c1ccc(O)c(O)c1
40) CCOCCCNC(=O)C(NC(=O)c1ccc(=O)[nH]c1)c1ccc(C)cc1 (stereo not given)
Compound	31	32	33	34	35	36	37	38	39	40
GDH-TPI inh	9	-8	3	-6	8	11	9	-2	36*	-14
Rv3671c protease	1	18	1	2	-11	.	-3	9	-3	-4
FadD28 binding	-1.8	-1.3	-1.4	0.4	-4.0	-2.0	-3.2	-0.6	2.2	-4.5
FBA Mtb inh	4	1	4	2	0	1	3	-1	-1	-2
MazEF act	7	12	8	7	1	.	5	10	6	-3
Mtb UGM inh	-3.8	0.1	-1.2	2.6	-5.2	.	-3.0	2.2	0.1	2.5
BoNT-F LC inh	-4	3	-7	0	-6	3	-15	-5	-35	-4
PrPC TRFRET	-2	3	1	-5	3	-4	-3	3	-4	2
Mtb BioA inh	2.3	-1.5	11	1.2	.	0.3	.	.	0.0	0.1

41) O=C(CSCC(=O)N1CCCCC1)Nc1nc(-c2ccccc2)c(-c2ccccc2)s1
42) c1coc(C2=Nc3cccc4cccc(c34)N2)c1
43) Oc1ccc(/C=N/Nc2cccc(Cl)n2)c(O)c1
44) Cc1cc(NC(=O)CS(=O)(=O)c2ccc(Cl)cc2)no1
45) NC(=O)c1cnn(-c2ccc3ccccc3c2)c1N
46) COCCNC(=O)/C(C#N)=C/c1c(N2CCN(C)CC2)nc2c(C)cccn2c1=O
47) CCc1ccc(NC(=O)c2cnn(-c3ccccc3)c2C2CCNCC2)cc1
48) COc1ccc(-c2ccc(C(=O)Nc3cccc(N(C)C)c3)c3occc23)c(C)c1
49) CSc1nnc2c3ccccc3n(Cc3ccccc3)c2n1
50) O=C(N1CCOCC1)N(Cc1ccco1)CC1CCCO1 (stereo not given)
Compound	41	42	43	44	45	46	47	48	49	50
GDH-TPI inh	2	11	30	-3	-1	16	6	10	8	-3
Rv3671c protease	-20	2	1	-5	8	5	-3	.	-1	-1
FadD28 binding	-9.5	-2.3	0.6	0.4	-4.4	-1.6	-0.5	-1.7	0.4	0.3
FBA Mtb inh	1	-2	2	6	2	81*	-2	2	0	3
MazEF act	-12	6	12	-6	6	-1	7	.	1	11
Mtb UGM inh	1.2	2.5	-0.5	1.7	0.4	0.5	-2.4	.	-3.6	.
BoNT-F LC inh	-2	-22	22	2	1	-10	1	-6	-10	-5
PrPC TRFRET	-10	3	11	9	-1	-9	-9	6	-3	12
Mtb BioA inh	-1.1	-1.9	1.5	-3.4	1.6	0.5	.	-0.9	-0.6	0.2

Exported with values under each structure: part of the list above
Below each SMILES – GDH-TPI inh, Rv3671c protease, FadD28 binding, FBA Mtb inh, MazEF act, Mtb UGM inh, BoNT-F LC inh, PrPC TRFRET, Mtb BioA inh
43	Oc1ccc(/C=N/Nc2cccc(Cl)n2)c(O)c1
    30, 1, 0.6, 2, 12, -0.5, 22, 11, 1.5
44	Cc1cc(NC(=O)CS(=O)(=O)c2ccc(Cl)cc2)no1
    -3, -5, 0.4, 6, -6, 1.7, 2, 9, -3.4
45	NC(=O)c1cnn(-c2ccc3ccccc3c2)c1N
    -1, 8, -4.4, 2, 6, 0.4, 1, -1, 1.6

Going on with the list.
51) COc1cc(/C=C2\SC(=Nc3c(C)n(C)n(-c4ccccc4)c3=O)NC2=O)ccc1O
52) COc1cccc(NC(=O)[C@@H]2CCCN2S(=O)(=O)c2cccc3cccnc23)c1
53) Cc1noc(C)c1-c1ccc(C(=O)Nc2ccc(C(C)C)cc2)c2occc12
54) O=C1COc2ccc(C(=O)COC(=O)C3CCN(S(=O)(=O)c4cccs4)CC3)cc2N1
55) COc1ccc(C(=O)NCC(C)NC(=O)c2ccc(OC)c(OC)c2)cc1OC (stereo not given)
56) O=S(=O)(NCc1cccnc1)c1cccc2nsnc12
57) COc1cc(OC)cc(C(=O)NC(=S)Nc2nc(-c3cc4ccccc4o3)cs2)c1
58) O=C(CN1CCN(c2ccccc2)CC1)Nc1cccc([N+](=O)[O-])c1
59) COc1cc(C(=O)Nc2ccc(O)cc2)ccc1OC(C)=O
60) O=C1CCCN1CC1CCCN(Cc2nc(COc3ccccc3)no2)C1 (stereo not given)
Compound	51	52	53	54	55	56	57	58	59	60
GDH-TPI inh	10	-4	-4	13	4	10	-4	6	-5	6
Rv3671c protease	.	12	.	-7	2	11	2	1	-2	2
FadD28 binding	-1.0	-2.3	-1.0	0.8	-0.1	-2.8	2.4	-1.7	-2.6	0.5
FBA Mtb inh	-7	1	2	0	2	2	-6	1	-8	1
MazEF act	-53	1	.	5	4	3	-19	-12	-2	-4
Mtb UGM inh	.	-1.6	.	1.0	-2.1	2.2	1.4	0.9	-1.1	1.4
BoNT-F LC inh	-10	-4	-4	22	?	0	0	-5	3	-2
PrPC TRFRET	-4	1	5	12	5	-26	0	-2	-7	1
Mtb BioA inh	-4.3	2.2	-0.7	-1.5	.	1.0	0.6	2.7	0.7	-4.5

61) CC1(NCc2ccc(Cl)cc2)COP(=O)(NCc2ccccc2)OC1 (stereo not given)
62) CCC(C)(C)NC(=O)COc1ccc(OCc2ccccc2)cc1
63) O=S(=O)(c1ccccc1)N1CCC(n2nnc3cc(F)ccc32)CC1
64) COc1ccc(CCNC(=O)C2CC(=O)N(CCc3ccc(C)cc3)C2)cc1OC (stereo not given)
Compound	61	62	63	64
GDH-TPI inh	9	-1	6	-4
Rv3671c protease	.	1	0	5
FadD28 binding	-0.7	-0.4	1.2	-3.2
FBA Mtb inh	4	-3	1	-1
MazEF act	-3	-1	8	0
Mtb UGM inh	.	-1.1	3.5	-1.6
BoNT-F LC inh	6	0	0	-1
PrPC TRFRET	5	-1	-1	-3
Mtb BioA inh	-1.7	.	-1.4	1.7

Three entries from above, as labelled records.
35. COc1cccc(C(=O)Nc2sc3c(c2C#N)CCN(C(C)=O)C3)c1
  GDH-TPI inh: 8	Rv3671c protease: -11	FadD28 binding: -4.0	FBA Mtb inh: 0	MazEF act: 1	Mtb UGM inh: -5.2	BoNT-F LC inh: -6	PrPC TRFRET: 3	Mtb BioA inh: .
36. COc1ccc(CNC(=O)Nc2nnc([C@H]3C[C@H](O)[C@@H](CO)O3)s2)cc1
  GDH-TPI inh: 11	Rv3671c protease: .	FadD28 binding: -2.0	FBA Mtb inh: 1	MazEF act: .	Mtb UGM inh: .	BoNT-F LC inh: 3	PrPC TRFRET: -4	Mtb BioA inh: 0.3
37. COc1ccc(-n2nc(C(=O)NCC(=O)N3CCOCC3)c3ccccc3c2=O)cc1Cl
  GDH-TPI inh: 9	Rv3671c protease: -3	FadD28 binding: -3.2	FBA Mtb inh: 3	MazEF act: 5	Mtb UGM inh: -3.0	BoNT-F LC inh: -15	PrPC TRFRET: -3	Mtb BioA inh: .
